FadD28 binding – blocks FadD28 binding to the bisubstrate probe | fluorescence polarization | AID 588549 | 360,000 tested, 0.22% active | inhibition, % at 12.5 µM; in the data active = inhibition above about 8.5%, passing the limit was not always enough; inconclusive = no clear call, values can overlap the other calls
Mtb BioA inh – BioA (M. tuberculosis) enzyme inhibition. inhibition, % at 9.99 µM. purified M. tuberculosis BioA enzyme, plate reader. 360,000 tested, 0.096% active; in the data active = inhibition above about 40%; inconclusive = no clear call, values can overlap the other calls
Rv3671c inh – inhibits the M. tuberculosis serine protease Rv3671c; P9WHR9; 320,000 tested, 0.048% active; inhibition, % at 5.96 µM; in the data active = inhibition above about 38%;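 note: extracellular domain of Rv3671c used as enzyme; 0% = enzyme with DMSO and 100% = no enzyme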
GDH-TPI inh – inhibits GDH-TPI coupling enzymes, artifact for Mtb FBA screen; GDH-TPI coupled enzyme counterscreen, NADH absorbance; inhibition, % at 4.8 µM; 360,000 tested, 1.2% active;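 note: 0% = DMSO wells and 100% = wells lacking the enzyme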
CCHFV vOTU inh – blocks the CCHF virus ovarian tumor domain protease | CCHFV vOTU protease, Pep-AMC fluorescence | inhibition, % at 11.5 µM | 370,000 tested, 0.55% active | AID 651958; note: 0% = vehicle wells with enzyme and 100% = no enzyme wells
FBA Mtb inh – inhibitors of M. tuberculosis fructose-bisphosphate aldolase | purified M. tuberculosis FBA, fluorescence read-out | inhibition, % at 1 µM | 360,000 tested, 2.3% active; in the data active = inhibition above about 27%;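 note: 0% = vehicle and 100% = reference inhibitor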
Target sequence (P9WQA3 whole entry, looked up): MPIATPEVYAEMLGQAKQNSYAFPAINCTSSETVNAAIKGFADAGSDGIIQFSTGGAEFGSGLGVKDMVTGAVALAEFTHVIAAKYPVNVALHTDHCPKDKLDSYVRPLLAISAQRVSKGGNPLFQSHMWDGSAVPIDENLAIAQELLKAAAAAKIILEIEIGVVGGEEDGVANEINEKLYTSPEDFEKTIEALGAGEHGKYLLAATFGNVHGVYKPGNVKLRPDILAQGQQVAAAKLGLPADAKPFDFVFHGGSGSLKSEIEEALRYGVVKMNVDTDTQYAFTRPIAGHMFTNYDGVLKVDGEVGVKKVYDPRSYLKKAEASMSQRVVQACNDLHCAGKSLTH
Mtb UGM inh – inhibitors of M. tuberculosis UDP-galactopyranose mutase; purified UGM, fluorescence polarization probe displacement; P9WIQ1; inhibition, % at 10 µM; 320,000 tested, 0.06% active; in the data active = inhibition above about 10%, passing the limit was not always enough; inconclusive = no clear call, values can overlap the other calls
Target sequence (P9WIQ1 whole entry, looked up): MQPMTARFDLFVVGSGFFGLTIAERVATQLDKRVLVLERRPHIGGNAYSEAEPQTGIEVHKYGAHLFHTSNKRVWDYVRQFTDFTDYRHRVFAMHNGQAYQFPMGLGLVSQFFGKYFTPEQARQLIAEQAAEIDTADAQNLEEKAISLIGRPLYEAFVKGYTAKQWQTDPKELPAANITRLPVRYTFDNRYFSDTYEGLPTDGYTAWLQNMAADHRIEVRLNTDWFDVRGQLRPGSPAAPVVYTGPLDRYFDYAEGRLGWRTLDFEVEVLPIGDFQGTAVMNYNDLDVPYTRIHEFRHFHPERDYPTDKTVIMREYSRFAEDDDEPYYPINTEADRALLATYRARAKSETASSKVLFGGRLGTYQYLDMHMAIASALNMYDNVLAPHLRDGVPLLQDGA
VHR inh abs – blocks human VHR1 dual specificity phosphatase; P51452; recombinant VHR phosphatase, pNPP absorbance; inhibition, % at 13.3 µM; AID 1654; 290,000 tested, 0.52% active; in the data active = inhibition above about 50%; note: some compounds called inactive have numbers as strong as hits
Target sequence (P51452 whole entry, looked up): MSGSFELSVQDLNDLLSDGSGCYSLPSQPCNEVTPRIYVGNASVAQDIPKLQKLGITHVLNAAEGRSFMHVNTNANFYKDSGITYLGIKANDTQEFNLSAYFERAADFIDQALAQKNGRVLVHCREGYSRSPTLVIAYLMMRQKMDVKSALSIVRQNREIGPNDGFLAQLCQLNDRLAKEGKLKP
BoNT F protease – BoNT F light chain protease inhibition; AID 588497; inhibition, % at 10 µM; 360,000 tested, 0.22% active; Multiplex microsphere protease cleavage assay, flow cytometry; in the data active = inhibition above about 35%, passing the limit was not always enough; inconclusive = no clear call, values can overlap the other calls; note: plate controls were buffer without enzyme for full effect and enzyme alone for no effect
MazEF act – increases E. coli MazEF RNase cleavage of RNA. 350,000 tested, 0.32% active. activation, % at 20 µM. FAM/BHQ RNA-DNA oligo cleavage fluorescence, 5 h. P0AE70; in the data active = activation above about 50%
Target sequence (P0AE70 whole entry, looked up): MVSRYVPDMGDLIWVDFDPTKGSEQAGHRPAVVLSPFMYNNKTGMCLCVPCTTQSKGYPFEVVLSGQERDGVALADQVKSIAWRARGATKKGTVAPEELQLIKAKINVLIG
Active calls of the source: *; ? = inconclusive; / = no result given. Cut-off read from the data, not from the text of the source, unless noted: active = inhibition above about 30%; inactive = the rest. Compounds as they come; about 4.9% have a hit in one of these screens.

SMILES	FadD28 binding	Mtb BioA inh	Rv3671c inh	GDH-TPI inh	CCHFV vOTU inh	FBA Mtb inh	Mtb UGM inh	VHR inh abs	BoNT F protease	MazEF act
COc1cccc(C(=O)Nc2ccc(N3CCN(Cc4ccccc4)CC3)cc2)c1	0.0	-2.8	12	7	22	-3	-4.5	-7	-27	7
CC(C)(C)NC(=O)C(c1ccc(Cl)cc1)N(Cc1ccco1)C(=O)CCl (stereo not drawn)	-2.5	3.9	4	-1	12	2	-1.4	0	?	4
CN(C)C(=S)SSC(=S)N(C)C	-1.3	-1.8	-12	1	5	1	1.4	18	8	2
COc1ccc(CC(=O)NNc2ncnc3c2cnn3-c2ccccc2)cc1	0.4	/	6	6	0	-1	-1.2	2	-1	2
Cc1cc(=O)oc(C)c1C(=O)NCCc1ccccc1	0.5	/	-7	3	-2	2	1.4	15	-5	-2
Cn1c(=O)c2c(nc(N3CCOCC3)n2CC(=O)C23CC4CC(CC(C4)C2)C3)n(C)c1=O	-3.4	4.1	5	-8	-5	1	0.8	36	6	7
CCCCN(CCCC)CCNC(=O)c1cn(CC)c2ccc(S(=O)(=O)N3CCc4ccccc4C3)cc2c1=O	-0.7	20	3	9	18	-1	-1.7	30	-4	-10
S=c1[nH]nc2n1CCCN2	-0.7	/	4	2	-5	1	0.2	14	?	-4
Cc1ccc(C)c(N2CCN(c3ncnc4c3cnn4-c3ccccc3)CC2)c1	-4.5	-0.7	/	3	-2	0	/	12	-7	-11
CCc1ccccc1NC(=O)[C@@H]1CCC(=O)N1C1OC(=O)c2c1ccc(OC)c2OC (stereo partly drawn)	0.7	-0.2	-6	-5	0	3	2.8	8	6	-1
CCN(CC)C(=O)CC(c1ccc2c(c1)OCO2)c1c(O)cc(OC)cc1OC (stereo not drawn)	-2.3	-0.9	11	10	5	-1	1.0	37	0	8
c1cc(-c2nnn(CCOCCn3nnc(-c4ccncc4)n3)n2)ccn1	/	1.7	1	-3	-13	1	-4.3	2	26	6
CN(C)CCCNC(=O)c1ccc(Cl)c(S(=O)(=O)N2CCCCCC2)c1	-4.0	4.0	-2	7	1	-2	-4.8	/	-11	7
COc1ccc(NC(=O)C[C@H]2C(=O)N(c3ccc(Br)cc3)C[C@@H]2c2ccc(OC)cc2)cc1	-2.0	-0.2	/	1	2	0	/	/	-5	-5
COc1ccc(C)cc1NC(=O)c1ccc2c(O)c(S(=O)(=O)c3ccccc3)c(=O)[nH]c2c1	-1.5	-1.2	-1	9	14	0	-0.3	8	-1	5
COc1ccc(C2SCC(=O)N2c2c(C)n(C)n(-c3ccccc3)c2=O)cc1OC (stereo not drawn)	3.2	-3.6	-2	-1	-6	47*	0.0	23	0	-10
Cc1[nH]n(-c2ccccc2)c(=O)c1/C=N/NC(=O)c1cccc(F)c1	-1.1	-0.3	8	20	-9	10	3.7	3	-6	7
O=C(CCCN1C(=O)/C(=C\c2ccccc2)SC1=S)Nc1cccc(C(=O)O)c1	1.9	1.3	-4	9	7	7	-2.1	12	11	3
COc1ccc(CCN2CC(C(=O)NCCc3ccccc3C(F)(F)F)CCC2=O)cc1 (stereo not drawn)	-2.9	/	2	-10	14	-6	0.2	13	-5	16
CC(=NCc1cccnc1)c1c(O)n(-c2ccc(Cl)cc2)c(=O)[nH]c1=O	-1.8	/	2	3	-13	0	-3.1	20	2	6
Cc1cc(C)c(OCCCNCc2ccccc2)c(Br)c1	-1.6	-6.7	5	20	7	-1	0.4	-2	?	-20
CN(Cc1ccccc1F)C(=O)CN1C(=O)NC2(CCc3ccccc32)C1=O (stereo not drawn)	-1.0	/	/	4	8	-1	/	/	-16	4
COCOc1cccc(CN2CCC(C)(Oc3cccc(OC)c3)C2)c1 (stereo not drawn)	0.0	-2.8	/	9	-7	-1	/	/	-6	/
Cc1nc(CSc2nnc3scc(-c4ccccc4)n23)cs1	-2.5	-0.2	13	8	0	3	-1.7	21	-2	3
CCOC(=O)c1cc(C#N)c(Nc2ccc(C)cc2)nc1C(F)(F)F	-0.1	-1.5	-5	-13	7	6	-0.4	5	?	-2
COCCCNC(=S)NC1CC2CCCC(C1)N2Cc1cccs1 (stereo not drawn)	0.4	1.1	-2	5	-14	3	2.4	35	-8	-2
CC(C)n1c(=O)c2ccccc2n1Cc1cn(Cc2cccs2)nn1	-1.6	-0.6	/	/	-19	152*	/	/	0	/
COc1ccc(C2NC(=O)C(C#N)=C(S)N2c2ccccc2)cc1OC (stereo not drawn)	1.5	/	3	3	13	-4	4.3	30	-5	-4
CCOC(=O)C1C(=O)CC(C)(O)C(C(=O)OCC)C1c1ccc(SC)cc1 (stereo not drawn)	-2.4	-1.2	-6	12	3	3	3.0	-2	1	4
CC(=O)Nc1nc2c(C)cc(NC(=O)C3CCCCC3)cc2s1	1.5	-3.9	1	4	-3	2	-3.1	-4	-6	13
Cc1csc(NC(=O)c2c(-c3c(F)cccc3Cl)noc2C)n1	-3.6	0.2	-8	-1	4	-1	0.2	/	-9	7
O=C1C(Cl)=C(N2CCN(Cc3ccccc3)CC2)C(=O)N1c1ccccc1	-3.3	-0.9	-9	6	5	-3	4.8	31	-3	-21
CC(=O)c1ccc(NC(=O)COC(=O)c2ccccc2Sc2ccccc2C#N)cc1	-3.3	/	6	4	-12	3	-0.3	-1	-8	-78
CCCCN1C(=O)C(CC(=O)NC2CC2)CC(C(=O)N2CCOCC2)=C1C (stereo not drawn)	-1.2	/	/	3	3	-3	/	/	-1	6
COc1ccc(C(=O)N2CCC2(C)C(=O)O)cc1C(F)(F)F (stereo not drawn)	1.5	-0.9	/	0	27	4	/	/	11	/
Cc1cccc2c(C(=O)N3CCN(c4ccccc4)CC3)cc(-c3ccncc3)nc12	0.0	-0.5	8	10	15	1	-0.7	14	-10	3
COc1cc2c(cc1OC)CN(C(C)C(=O)Nc1cccc(S(=O)(=O)N3CCOCC3)c1)CC2 (stereo not drawn)	-1.0	/	/	1	-9	-1	/	/	0	-2
CC1CCN(C(=O)COC(=O)c2n[nH]c(=O)c3ccccc23)CC1	0.0	-0.2	-15	-4	12	0	1.6	/	8	7
CCOC(=O)COn1c(=O)c(-c2ccccc2)[n+]([O-])c2ccccc21	0.6	0.7	-17	13	9	-1	3.9	10	31	12
COc1ccc(CNC(=O)c2ccc(CS(=O)(=O)c3ccc(C)cc3)o2)cc1	-3.4	1.7	-9	-5	5	1	3.2	4	-4	5
Cc1cc(C)cc(Nc2c3c(nc4ncnn24)CCC3)c1	-0.9	/	0	1	11	-2	-0.3	20	-1	-2
OCCN1CCN(c2nc3ccccc3nc2-c2ccccc2)CC1	-1.9	/	-4	11	-19	7	3.4	-6	-10	-5
Cn1c2c(sc1=O)CCC2	-0.5	-0.8	/	4	-2	0	/	/	-4	-20
CC1C(=O)Nc2ccc(S(=O)(=O)N3CCN(c4ccccc4F)CC3)cc2NC1=O (stereo not drawn)	/	/	-8	/	11	/	1.5	-14	-10	10
Cc1cccc(C(=O)NCC(=O)OCC(=O)c2ccc(Br)s2)c1	-0.8	-5.0	-3	1	-1	3	3.6	/	8	4
CC(NC(=O)c1cccc(S(=O)(=O)N2CCN(Cc3ccccc3)CC2)c1)c1ccccc1Cl (stereo not drawn)	-1.9	-0.7	/	3	16	-1	/	/	-1	-5
CCOC(=O)N1CCC(NS(=O)(=O)c2ccc3c(c2)OCC(=O)N3)CC1	-1.9	-0.4	-9	0	-2	1	1.6	21	10	-1
CC(C)(C)C(=O)Nc1nc(C2CCCN2S(=O)(=O)c2ccc(Cl)cc2)cs1 (stereo not drawn)	-3.1	/	-2	-5	6	1	0.8	6	-3	50*
COc1ccc(CNC(=O)c2ccc(NS(=O)(=O)c3c(C)noc3C)cc2)cc1	1.2	-2.6	5	7	7	-2	0.9	21	5	-8
Cn1cc(-c2ccccc2C(N)=O)c(=O)c2ccccc21	-0.7	2.6	-12	8	9	5	0.5	27	-3	6
O=S(=O)(Nc1ccc(Cl)cc1)c1ccc2c(c1)CCO2	-1.4	1.9	3	8	17	-1	-0.2	24	/	3
Cc1c(NS(=O)(=O)c2cccs2)c(=O)n(-c2ccccc2)n1C	0.9	-5.2	11	7	-5	1	1.7	4	/	1
CC1CN(S(=O)(=O)c2ccc(Cl)c(C(F)(F)F)c2)CC(C)O1 (stereo not drawn)	0.7	/	1	17	-10	2	0.5	-18	-3	-1
CC(OC(=O)c1ccc(C(C)(C)C)cc1)C(=O)NC1CCCCC1C (stereo not drawn)	-0.4	-0.1	-2	5	8	3	-1.0	5	-4	7
Cc1cc(NC(=O)CCN2C(=O)c3ccccc3C2=O)no1	0.0	-2.1	4	12	7	0	-1.5	8	-8	8
O=C(NNC(=O)c1ccc2ccccc2c1)Nc1ccc(F)cc1	-15	-1.9	-9	2	3	-2	2.7	15	-5	-7
CCOC(=O)C(CN1CCCC1)c1ccccc1 (stereo not drawn)	1.8	-1.8	-8	-3	-1	1	2.9	/	-9	8
CCOc1ccc(NC(=O)c2ccc(CN3CCc4ccccc4C3)cc2)cc1	-0.3	1.0	5	-1	-3	0	-3.8	-10	?	-2
Cc1ccccc1NS(=O)(=O)c1nnc(NC(=O)c2ccc(Br)cc2)s1	-2.9	3.2	-5	18	16	-1	-3.3	1	-1	-2
CC(C)CNC(=S)NNC(=O)c1ccco1	0.1	/	1	6	-7	2	-1.2	9	1	-2
Following part
SMILES	FadD28 binding	Mtb BioA inh	Rv3671c inh	GDH-TPI inh	CCHFV vOTU inh	FBA Mtb inh	Mtb UGM inh	VHR inh abs	BoNT F protease	MazEF act
CCCc1cc(=O)oc2cc(C)cc(OC(C)C(=O)NCCCN3CCOCC3)c12 (stereo not drawn)	-1.1	-1.1	-2	11	-9	80*	2.5	18	16	5
Cc1cc(-c2nnc(CSc3nnc(NC(=O)c4ccc(C(C)(C)C)cc4)s3)o2)ccc1[N+](=O)[O-]	-1.0	/	-2	3	12	-1	1.7	14	-6	0
COc1ccc([N+](=O)[O-])cc1NCc1c(F)cccc1F	-2.4	0.5	/	3	-3	-4	/	/	-8	3
NC(=O)c1ccccc1NC(=O)CSc1nc2ccccc2c(=O)[nH]1	-3.1	-0.3	-3	-1	2	0	-0.4	10	-2	9
NC(=O)c1ccc(NC(=O)COC(=O)CCC2CCCC2)cc1	-0.6	1.7	/	-3	-15	2	/	/	0	4
CC(C)C(=O)Nc1oc(-c2ccccc2)cc1C#N	-0.5	/	2	-1	0	1	-2.6	28	0	4
CCOC(=O)c1c(CN(CC)CC)n(-c2ccccc2)c2ccc(O)cc12	-1.7	/	-5	13	-5	2	-0.9	27	?	7
CCn1c(C)nc2c(C)[n+](CC(=O)c3ccc(Br)cc3)ccc21	-0.4	/	-10	4	-9	1	-5.6	32	-9	2
Cn1cccc1C(=O)NC(=O)COC(=O)CCNS(=O)(=O)c1ccc(Cl)cc1	-1.7	0.4	-2	-1	1	4	2.4	/	-15	2
CC(C)On1c(SCC(=O)N(C)C)nc2ccccc2c1=O	/	/	1	/	/	/	3.6	17	/	13

Single records, as listed above. Order of values: FadD28 binding	Mtb BioA inh	Rv3671c inh	GDH-TPI inh	CCHFV vOTU inh	FBA Mtb inh	Mtb UGM inh	VHR inh abs	BoNT F protease	MazEF act
Entry for `Cn1cccc1C(=O)NC(=O)COC(=O)CCNS(=O)(=O)c1ccc(Cl)cc1` : -1.7	0.4	-2	-1	1	4	2.4	/	-15	2
Entry for `NC(=O)c1ccccc1NC(=O)CSc1nc2ccccc2c(=O)[nH]1` : -3.1	-0.3	-3	-1	2	0	-0.4	10	-2	9
Entry for `NC(=O)c1ccc(NC(=O)COC(=O)CCC2CCCC2)cc1` : -0.6	1.7	/	-3	-15	2	/	/	0	4
Entry for `CCn1c(C)nc2c(C)[n+](CC(=O)c3ccc(Br)cc3)ccc21` : -0.4	/	-10	4	-9	1	-5.6	32	-9	2
Entry for `CCOC(=O)c1c(CN(CC)CC)n(-c2ccccc2)c2ccc(O)cc12` : -1.7	/	-5	13	-5	2	-0.9	27	?	7

High-throughput results from PubChem BioAssay.
